ABCB6 inh MLPCN: blocks the human ABCB6 transporter. Q9NP58. K562-ABCB6 porphyrin accumulation, flow cytometry, 1 h; active compounds read low. fluorescence ratio to DMSO, % at 10 µM. hit rate 0.19% among 360,000;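 active means fluorescence ratio to DMSO below 75%, the collection mean minus 3 SD; inconclusive means too few cells collected in the well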;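 further: signal is porphyrin accumulated inside mitochondria; 100% equals median channel fluorescence of DMSO control wells; lower ratio means ABCB6 inhibition with less porphyrin fluorescence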
m5-HT2A agonist: activates the mouse 5-HT2A serotonin receptor | hit rate 0.66% among 360,000 | activation, % at 7.6 µM | P35363 | CHO-K1 mHTR2A beta-arrestin complementation, luminescence; percent of 30 µM serotonin response | AID 624169;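 active means activation above a run cutoff, the mean activation of all tested compounds plus 3 SD, cut at about 14% in these data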;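 further: 0% = plate median of compound wells and 100% = 30 µM serotonin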
Target sequence (P35363 whole entry, looked up): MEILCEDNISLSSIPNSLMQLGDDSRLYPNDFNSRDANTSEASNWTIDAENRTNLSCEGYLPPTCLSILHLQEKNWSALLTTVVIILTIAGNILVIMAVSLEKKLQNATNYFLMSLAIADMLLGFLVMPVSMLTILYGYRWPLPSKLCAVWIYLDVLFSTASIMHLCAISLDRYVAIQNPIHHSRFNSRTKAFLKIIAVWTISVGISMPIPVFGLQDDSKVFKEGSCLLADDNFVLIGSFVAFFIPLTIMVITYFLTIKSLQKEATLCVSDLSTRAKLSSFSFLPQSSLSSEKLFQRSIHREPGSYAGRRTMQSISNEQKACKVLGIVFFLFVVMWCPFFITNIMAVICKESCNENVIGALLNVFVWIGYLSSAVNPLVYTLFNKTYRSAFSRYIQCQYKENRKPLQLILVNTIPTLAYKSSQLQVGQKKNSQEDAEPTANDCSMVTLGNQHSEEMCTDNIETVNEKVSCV
ABHD5 PLIN5 PPI: inhibitors of human ABHD5-perilipin-5 interaction. Split G. princeps luciferase complementation, luminescence, 4 h. inhibition, % at 4 µM. hit rate 0.78% among 360,000. AID 602281;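 active means inhibition above the mean inhibition across every tested compound plus 3 SD, cut at about 22% in these data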;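 further: 0% = DMSO only wells and the 100% control is not disclosed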
N-glyco inh: blocks N-linked glycosylation in D54 reporter cells. AID 588692. hit rate 0.23% among 360,000. D54 ERlucT glycosylation luciferase reporter, 24 h; percent of 100 nM tunicamycin response. reporter increase, % at 12.5 µM;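 active means mean luciferase reporter signal, scaled so untreated is 0 and the glycosylation-blocking control 100, at or above a set limit in every replicate; inconclusive means mean reaches the limit but not every replicate does; inactive means mean below the limit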;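 further: luciferase carries N-glycosylation sites so blocking glycosylation raises the light; 0% = median of neutral control wells and 100% = median of 100 nM tunicamycin wells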
MC4R ag barr: human MC4R agonism via beta-arrestin; activation, % at 8.9 µM; U2OS MC4R beta-arrestin complementation, luminescence; percent of melanotan II response, DMSO zero; P32245; hit rate 0.98% among 360,000;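 active means activation above a per-plate cutoff, the mean activation of sample wells on that plate plus 3 SD, cut at about 8% in these data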
TLR9-MyD88 block: inhibitors of human TLR9-MyD88 binding. Q9NR96+Q99836. CHO BLA complementation TLR9-MyD88, CCF4 FRET ratio. inhibition, % at 4.98 µM. hit rate 0.21% among 340,000. AID 504734;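 active means inhibition above the mean over all tested compounds plus 3 SD, cut at about 21% in these data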;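 further: 0% = DMSO only wells and 100% = clavulanate BLA inhibitor control wells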
MC4R antagonist: blocks human MC4R cAMP signaling. inhibition, % at 6.5 µM. P32245. AID 540295. MC4R-expressing cells, MTII-stimulated cAMP, LANCE TR-FRET. hit rate 0.48% among 360,000;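 active means inhibition above its plate's cutoff, the mean of tested wells on that plate plus 3 SD, cut at about 29% in these data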;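 further: 0% = Melanotan II alone and 100% = Melanotan II plus saturating MCL0020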
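Test system: U2OS cells stably expressing human melanocortin 4 receptor (MC4R); also added: Melanotan II challenge; compound: 6.5 µM single dose; timing: 30-min compound preincubation, 1-h Melanotan II challenge, 1-h detection, room temperature; signal: Eu-cAMP/anti-cAMP TR-FRET, emission 671 nm; repeats: one well per compound, no replicates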
NCOA2 inhibitor: human SRC2 (NCOA2) inhibition; AID 651957; inhibition, % at 9 µM; hit rate 0.17% among 370,000; Q15596; HEK293 GAL4-SRC2 luciferase reporter, luminescence;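 active means inhibition above the mean inhibition of all tested compounds plus 3 SD, set per campaign, cut at about 52% in these data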;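 further: 0% = DMSO treated cells and 100% = cells given Gossypol at 36 µM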
NOD2-RIPK2 inh: NOD2-RIPK2 protein interaction inhibition; O43353; CHO BLA complementation NOD2-RIPK2, CCF4 ratio; inhibition, % at 4.98 µM; hit rate 0.38% among 360,000; in the data active means inhibition above about 21%;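 further: 0% = vehicle only and 100% = reference blocker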
Target sequence (O43353 whole entry, looked up): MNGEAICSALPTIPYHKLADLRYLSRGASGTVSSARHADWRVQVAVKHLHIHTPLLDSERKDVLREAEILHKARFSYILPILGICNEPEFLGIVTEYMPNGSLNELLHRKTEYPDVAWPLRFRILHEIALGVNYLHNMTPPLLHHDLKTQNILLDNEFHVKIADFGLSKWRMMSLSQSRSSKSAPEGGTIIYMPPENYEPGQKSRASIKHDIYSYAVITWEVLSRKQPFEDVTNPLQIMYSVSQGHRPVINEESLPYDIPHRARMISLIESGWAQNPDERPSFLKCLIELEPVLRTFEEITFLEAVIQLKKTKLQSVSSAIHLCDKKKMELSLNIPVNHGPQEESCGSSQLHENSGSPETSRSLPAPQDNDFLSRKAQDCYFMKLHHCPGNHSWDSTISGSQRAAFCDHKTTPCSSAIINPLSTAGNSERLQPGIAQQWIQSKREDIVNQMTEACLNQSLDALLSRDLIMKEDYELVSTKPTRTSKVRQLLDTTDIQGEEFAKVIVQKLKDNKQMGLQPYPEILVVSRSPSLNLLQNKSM
Cardio protect: modulators protecting cardiomyocytes from myocardial damage; protection from H2O2 cell death, % at 20 µM; H9c2 cardiomyocytes, H2O2 injury protection, ATPLite, 2 h; hit rate 0.63% among 360,000;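 active means compounds giving at least 50% protection of heart cells from peroxide-induced death in the single-dose screen, raw or plate-pattern-corrected value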;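 further: 0% = DMSO wells with peroxide and 100% = DMSO wells without peroxide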
* hit, by the source's call; ? = inconclusive; · = no result given. Only part of the results is shown; rates above refer to the full screens.

SMILES	ABCB6 inh MLPCN	m5-HT2A agonist	ABHD5 PLIN5 PPI	N-glyco inh	MC4R ag barr	TLR9-MyD88 block	MC4R antagonist	NCOA2 inhibitor	NOD2-RIPK2 inh	Cardio protect
Cc1ccc2c(Cl)c(C(=O)Nc3nn[nH]n3)sc2c1	101	4	4	1	-1.3	·	2	0	-17	-7
C[C@H](NC(=O)OC(C)(C)C)C(=O)N/N=C/C1=Cc2ccccc2OC1	96	-7	0	1	0.7	4	-6	17	2	-9
CN(C)S(=O)(=O)c1cccc(-c2nn(-c3ccccc3)cc2/C=C(/C#N)C(=O)NCc2ccco2)c1	?	5	1	-6	-0.8	-19	-2	0	-4	16
COc1ccc(CN(C)CC(O)COC(c2ccccc2)c2ccccc2)c(OC)c1OC (stereo not given)	96	-5	10	-4	0.0	-21	9	-47	3	-11
O=C(CSc1ncn[nH]1)NCCOc1ccccc1	113	-1	-1	0	-1.6	0	3	-13	0	8
CC1C(=O)N(Cc2cn(Cc3ccco3)nn2)CCS(=O)(=O)N1Cc1ccc(-c2cccc(CO)c2)cc1 (stereo not given)	94	-7	-1	-4	-0.6	-1	7	1	-2	-6
C[C@H]1CN(CCc2ccccc2)C(=O)[C@@H]1CC(=O)Nc1ccc(Br)cc1	95	1	1	0	0.6	4	2	15	-1	-6
COc1cc(C2SCC(=O)N2c2c(C)n(C)n(-c3ccccc3)c2=O)ccc1O (stereo not given)	94	-2	2	1	-0.5	0	-2	-5	-4	6
COc1ccc(/C=C/c2ccc3ccccc3[n+]2C)cc1OC	287	-9	8	-2	1.0	4	-17	·	3	-7
C=C(c1ccc(OC)cc1)c1ccc(OC)cc1	98	-3	0	5	1.9	0	-2	-9	-7	1
COc1ccccc1CNC(=O)c1ccccc1C(=O)NC(C)(C)C(=O)NCc1ccccc1OC	98	2	2	-1	0.0	-4	2	-20	-17	4
O=C(NCCc1ccccc1)C(=O)NCC(c1ccco1)N1CCOCC1 (stereo not given)	100	4	9	1	2.5	-7	3	-11	6	-3
COc1ccccc1COc1ccc2c(C)c(CC(=O)O)c(=O)oc2c1C	105	-3	-4	1	-1.3	0	11	-15	5	-8
COc1cc(C(=O)OCC(=O)NCc2ccc(F)cc2)cc(NC(=O)c2cccs2)c1OC	93	2	10	1	9.7*	-9	-2	23	-6	31
C=CCn1c(SCC(=O)Nc2nc(C)cs2)nnc1C(C)NC(=O)c1ccccc1Cl (stereo not given)	101	1	1	1	0.5	-14	0	-32	-16	6
Cc1ccc(NC(=O)CCNS(=O)(=O)c2ccc3[nH]c(=O)oc3c2)c(Cl)c1	104	2	0	3	-0.6	4	6	-4	-4	4
CC1(C)Cc2cccc(OCC(O)CNCc3ccccn3)c2O1 (stereo not given)	96	6	-2	1	-0.5	-3	6	26	2	-15
Cc1ccnc(SCCn2c(N3CCOCC3)nc3c2c(=O)[nH]c(=O)n3C)n1	95	4	10	0	-1.0	-1	12	-6	8	18
CN=C(Nc1cc(C)nn1CCC#N)c1ccccc1	103	0	4	0	0.5	-2	1	-8	-2	6
Cc1cc(Cl)ccc1OCC(O)CNCCc1ccc(S(N)(=O)=O)cc1 (stereo not given)	97	-9	12	2	-0.6	-3	-1	11	0	4
Cc1ccccc1Cn1c(C)nc2ccc([N+](=O)[O-])cc2c1=O	108	1	-7	-1	-1.1	9	-5	-31	-7	1
Cc1cc(C)cc(NC(=O)C2(c3cccs3)CCOCC2)c1	97	-2	3	3	0.8	-6	3	5	0	-3
Cc1ccnc(NC(=O)COc2c(C)cc(C)cc2[N+](=O)[O-])c1	95	1	-4	1	-1.3	-1	4	8	-12	0
S=C1NCCOCCOCCOCCNC(=S)N2CCOCCOCCN1CCOCCOCC2	99	-2	-6	1	-3.0	1	8	-23	-8	5
CCN(c1ccccc1)S(=O)(=O)c1ccc(Cl)c(NC(=O)CSc2nnc(C)s2)c1	102	-4	-3	-2	-0.1	2	8	15	13	9

Later entries.
SMILES	ABCB6 inh MLPCN	m5-HT2A agonist	ABHD5 PLIN5 PPI	N-glyco inh	MC4R ag barr	TLR9-MyD88 block	MC4R antagonist	NCOA2 inhibitor	NOD2-RIPK2 inh	Cardio protect
CSc1cccc(NC(=O)CNS(=O)(=O)c2ccccc2)c1	94	-1	-9	-1	-3.2	9	5	11	0	-4
N#CCC(=O)N/N=C/c1ccc(OCc2ccccc2)cc1	100	4	-10	-3	0.9	-5	0	-32	2	-5
Cc1ccc(C)c(NS(=O)(=O)c2cc(C(=O)NCC3CCCO3)ccc2C)c1 (stereo not given)	94	0	2	-3	-1.6	3	1	12	-2	0
N#C/C(=C\Nc1ccccc1SC(F)(F)F)c1nc(-c2ccc(F)cc2)cs1	127	3	-4	-4	-1.7	-5	0	-26	-3	-10
Cc1ccc(S(=O)(=O)C[C@@H]2OC3CCCCC3N2S(=O)(=O)c2ccc(C)cc2)cc1 (stereo not given in full)	·	-8	-9	·	·	·	·	2	6	·
O=C(/C=C/NNC(=O)c1ccc(Cl)cc1)c1ccccc1	105	-6	2	-1	-2.1	5	12	-45	-1	30
CCN1CCN(C(=O)C2CCCN(S(=O)(=O)c3cccc4nsnc34)C2)CC1 (stereo not given)	103	2	7	-1	-0.3	-6	-2	4	-7	2
Cc1cccc(C(=O)NNC(=O)c2ccccc2[N+](=O)[O-])c1	93	10	9	-1	1.3	2	0	-6	-11	-5
CC(C)c1ccc(-n2c(-c3ccccc3)c[n+]3c2CCc2ccccc2-3)cc1	98	-2	2	?	-1.8	-5	17	40	12	-30
CCOC(=O)c1cnc(-n2nc(C)cc2C)nc1Oc1ccc(C(=O)OC)cc1	95	-2	-4	-1	-1.6	·	1	2	-10	3
COc1ccc(NC(=O)C2CCN(S(=O)(=O)c3cn(C)nc3C)CC2)cc1	105	2	-2	-1	-0.3	1	12	-32	-5	2
COc1ccc(NC(=O)c2ccc(-c3ccccc3Cl)o2)cc1	96	8	3	1	4.5	-3	-5	-55	-10	-19
C[C@@H]1O[C@@H](OC[C@H]2O[C@@H](Oc3c(-c4ccc(O)cc4)oc4cc(O)cc(O)c4c3=O)[C@H](O)[C@@H](O)[C@@H]2O)[C@H](O)[C@H](O)[C@H]1O	97	-1	-7	0	-1.8	6	-2	4	-11	5
COC(=O)c1cc(S(=O)(=O)NCC2CCN(CCc3cccs3)CC2)cn1C	105	-5	13	-1	0.5	7	0	-23	-3	2
CCCOC1OC(=O)c2c1ccc(OC)c2OC (stereo not given)	95	0	-5	0	-1.6	-2	11	-19	0	2
CC(C)C(=O)N1CCN(c2ccccc2NC(=O)c2ccc(Br)o2)CC1	90	-1	5	0	-2.2	-4	10	-18	-11	5
N/C(=N\OC(=O)c1cccc([N+](=O)[O-])c1)c1cccnc1	85	1	16	1	1.5	0	0	-17	-1	3
Cc1ccc(S(=O)(=O)N(C)C)cc1NC(=O)C1CCCN(C(=O)c2ccc(Cl)cc2)C1 (stereo not given)	95	-3	-2	1	-0.1	-7	4	7	3	-1
Cc1noc(C)c1COc1ncnc2ccccc12	97	6	7	1	-1.5	-1	6	-28	2	16
CCN(Cc1ccccc1)C(c1ccc(C)cc1)c1nnnn1C(C)(C)CC (stereo not given)	97	-5	-12	-5	-3.2	-1	4	-16	-11	-26
CCOC(=O)C1=C(CC)Nc2ccccc2N=C1NC(=O)c1ccc(S(=O)(=O)N2CCCC2)cc1	90	-4	-8	0	1.2	-2	-4	27	-21	7
O=C(Nc1ccc(N2CCCC2)cc1)c1ccccc1[N+](=O)[O-]	91	5	11	0	-0.6	6	-5	-41	3	11
c1ccc(-c2nc3c(ccc4ccccc43)[nH]2)nc1	122	-3	5	3	-0.8	-2	2	-51	-7	-8
C/C(=N\NC(=O)COc1ccccc1)c1ccc(O)cc1	97	-2	4	1	2.1	0	7	17	-2	-5
CCCCOc1ccc(-c2nc(/C=N/c3nccs3)c(O)o2)cc1	94	2	-4	4	0.2	-5	10	-35	-18	1

Further structures follow.
SMILES	ABCB6 inh MLPCN	m5-HT2A agonist	ABHD5 PLIN5 PPI	N-glyco inh	MC4R ag barr	TLR9-MyD88 block	MC4R antagonist	NCOA2 inhibitor	NOD2-RIPK2 inh	Cardio protect
Cc1ccc(S(=O)(=O)N2CCN(C(=S)NCCc3ccccc3)CC2)cc1	86	1	3	-1	-2.9	-1	-5	-22	-1	2
O=C(c1cc2ccccc2oc1=O)N1CCN(Cc2ccc3c(c2)OCO3)CC1	100	3	-3	-2	-0.7	-3	7	-8	-8	12
O=C1CC(c2ccccc2)Cc2nc(N3CCc4ccccc43)ncc21 (stereo not given)	91	2	2	2	0.5	9	8	3	-4	6
COc1ccccc1N(CC(=O)Nc1ccc(S(=O)(=O)N2CCOCC2)cc1)S(C)(=O)=O	84	-7	0	-1	1.4	-3	-1	-13	-9	1
COc1ccc(CNC(=O)COc2cc(O)c3c(c2)OC(C)(C)CC3=O)c(OC)c1	102	1	1	-1	-0.1	-2	21	8	-12	0
Fc1ccc(/C=N/N2CCN(Cc3ccccc3)CC2)cc1	98	-5	-9	0	-0.3	4	7	-15	1	5
FCCCOc1ccc(/C=N/OCc2ccc(Cl)cc2)cc1	193	-2	-9	0	2.2	-13	-1	-52	-14	-6
CC1CCCCC1NC(=O)CCNC(=O)N1CC(=O)Nc2ccccc21 (stereo not given)	96	3	-4	11	-1.2	11	2	5	-1	2
O=C(Nc1cc(Br)ccc1O)c1cnn2c(C(F)F)cc(C3CC3)nc12	93	-7	14	-3	0.6	0	-18	-4	-5	12
Cc1c(Cl)cccc1N/C(=N/S(=O)(=O)c1cccs1)c1ccccc1	95	-5	3	-5	-0.5	-5	13	2	-8	-5
Cc1cccc2cc3c(NC(=O)C(C)C)nn(C)c3nc12	102	2	2	3	1.9	6	-3	-12	1	1
COc1ccc(CNC(=O)CCC(=O)Nc2cccnc2)cc1	97	-4	-8	2	-0.8	-2	4	-9	-12	2
CCN(Cc1ccccc1)S(=O)(=O)c1cc(C(=O)c2c(N)n(C)c(=O)n(C)c2=O)ccc1OC	87	-1	0	-3	-2.7	2	5	-25	8	-4
COc1ccc(C(=O)C2CCCN(C/C=C/c3ccccc3OC)C2)c(OC)c1 (stereo not given)	100	6	-4	-2	-1.1	4	-1	-6	-3	-7
COc1ccc(-c2csc(NC(=O)C(CC(=O)O)N3CCOCC3)n2)cc1 (stereo not given)	101	-2	12	2	0.6	2	-8	-19	-6	0
Cc1ccc(-c2nnc(NC(=O)c3c(F)cccc3Cl)s2)cc1	94	-1	-1	2	0.0	-11	-7	0	-3	3
CC1CCCC(C)N1C(=O)CSc1nnnn1Cc1ccccc1 (stereo not given)	87	2	-4	-2	-1.3	2	1	2	-7	7

Source: PubChem BioAssay (several laboratories)
